CIT2-GFP yeast: modulators of CIT2-GFP expression in yeast, primary screen, S. cerevisiae, GFP fusion, multiplex flow cytometry, MLPCN library; S. cerevisiae CIT2-GFP strain, 3 h; 100 means same as DMSO wells; GFP response vs DMSO, % at 10 µM; 0.065% of 320,000 active; AID 2029, 2009;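 active means GFP response relative to DMSO above a set limit, near the screen mean plus 3 SD, cut at about 150% in these data; inconclusive means Fewer than 70 cells measured for a yeast strain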;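 further: ratio of well median GFP fluorescence to mean of DMSO wells on the plate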
RPL19A-GFP yeast: RPL19A-GFP expression modulators in yeast, primary screen, cell-based, S. cerevisiae, multiplex flow cytometry, MLPCN; S. cerevisiae RPL19A-GFP strain, 3 h; stronger effect = lower value; 0.3% of 330,000 active; percent response vs DMSO, % at 10 µM; AID 2025, 2009;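 active means percent response vs DMSO below 50%; inconclusive means fewer than 70 events counted for the yeast strain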;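 further: median channel GFP fluorescence of the barcoded RPL19A-GFP strain; ratio of sample median GFP to plate DMSO average so 100% = DMSO; lower means less RPL19A-GFP as with rapamycin TOR inhibition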
VLA-4 inh: inhibition in human VLA-4 binding assay, primary screen, VLA-4 allosteric modulator project, MLPCN library, flow cytometry, VLA-4 expressing cells; inhibition, % (about 7 µM as worked out from the volumes in the protocol); Integrin alpha-4 (Homo sapiens), P13612; ligand binding flow cytometry; 0.2% of 330,000 active; AID 2557, 2010; in the data active means inhibition above about 50%
MEP2 TOR yeast: modulators of MEP2-GFP levels in yeast, primary screen, S. cerevisiae, multiplex flow cytometry, MLPCN library | S. cerevisiae MEP2-GFP strain, 3 h; 100% = DMSO control level | GFP response vs DMSO, % at 10 µM | 0.51% of 330,000 active;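 active means GFP response versus DMSO above a set limit, roughly screen mean plus 3 SD, cut at about 180% in these data; inconclusive means fewer than 70 cells counted for a yeast strain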;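 further: median GFP fluorescence of the barcode-gated MEP2-GFP cells per well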
LAP4-GFP MLPCN: modulators of LAP4-GFP expression in yeast, primary screen, S. cerevisiae, multiplex flow cytometry, MLPCN library | GFP response vs DMSO, % at 10 µM | 3 h; median GFP as percent of DMSO wells | 0.34% of 320,000 active;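 active means GFP response vs DMSO above a set limit, about the screen mean plus 3 SD, cut at about 150% in these data; inconclusive means under 70 cell events counted for the yeast strain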
GRK2 aptamer HTS: compounds blocking aptamer binding on GRK2 – biochemical, human GRK2, bead flow cytometry, HTS, primary screen. inhibition of aptamer binding, % at 10 µM. FAM-aptamer displacement from GRK2. Beta-adrenergic receptor kinase 1 (Homo sapiens), P25098. 0.59% of 330,000 active;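 active means inhibition of aptamer binding above 40%, roughly 3 SD of noise, on plates passing a quality check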;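 further: median bead fluorescence of bound FAM aptamer so fluorescent compounds give negative values; no value below 0 was filed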
Target sequence (P25098 whole entry, looked up): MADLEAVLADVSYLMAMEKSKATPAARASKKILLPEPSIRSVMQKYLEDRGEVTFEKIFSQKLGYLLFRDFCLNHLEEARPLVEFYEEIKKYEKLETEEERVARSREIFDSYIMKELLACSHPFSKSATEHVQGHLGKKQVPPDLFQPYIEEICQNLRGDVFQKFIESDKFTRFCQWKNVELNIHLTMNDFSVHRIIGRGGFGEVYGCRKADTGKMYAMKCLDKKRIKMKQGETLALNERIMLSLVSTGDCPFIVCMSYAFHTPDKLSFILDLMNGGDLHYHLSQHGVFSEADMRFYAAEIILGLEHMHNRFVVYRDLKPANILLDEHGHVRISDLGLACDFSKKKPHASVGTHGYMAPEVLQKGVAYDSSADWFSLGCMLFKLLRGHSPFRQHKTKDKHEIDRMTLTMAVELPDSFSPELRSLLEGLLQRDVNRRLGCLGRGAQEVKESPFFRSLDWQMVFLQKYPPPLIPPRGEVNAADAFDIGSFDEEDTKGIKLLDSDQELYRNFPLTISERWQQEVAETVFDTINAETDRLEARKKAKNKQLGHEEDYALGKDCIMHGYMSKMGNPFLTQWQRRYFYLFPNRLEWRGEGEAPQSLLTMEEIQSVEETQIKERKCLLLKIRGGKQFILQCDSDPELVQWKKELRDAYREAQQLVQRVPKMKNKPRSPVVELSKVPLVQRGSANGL
AGP1 TOR yeast: modulators of AGP1-GFP expression in yeast TOR pathway, primary screen, cell-based, multiplex flow cytometry, S. cerevisiae, MLPCN library. 3 h; GFP as percent of DMSO wells. GFP response vs DMSO, % at 10 µM. 0.02% of 320,000 active. AID 2066, 2009;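 active means GFP response relative to DMSO above a set limit, near screen average plus 3 SD, cut at about 150% in these data; inconclusive means fewer than 70 cells counted for the yeast strain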;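 further: median GFP channel fluorescence of the gated AGP1 strain per well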
Yeast superoxide: reduction of superoxide in aged yeast, primary screen, HTS; superoxide response (% of plate mean), % at 10 µM; 0.18% of 330,000 active; S. cerevisiae aged cells, superoxide DHE fluorescence; stronger effect = lower value; AID 2690, 2010;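 active means superoxide response under a set limit, about three screen SD below normal, cut at about 65% in these data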;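 further: yeast aged for seven days with compound at 30 °C before DHE staining; 100% = average MFI of all compound-treated wells on the plate with controls excluded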
Active calls of the source: *; ? = inconclusive; [ ] = another dose, or the depositor's remark.

compound,LAP4-GFP MLPCN,VLA-4 inh,CIT2-GFP yeast,AGP1 TOR yeast,MEP2 TOR yeast,Yeast superoxide,RPL19A-GFP yeast,GRK2 aptamer HTS
COc1ccc(OC)c(NC(=O)C2CCCC2)c1,93,14,97,98,98,103,98,3
Cc1nc(C2CC(=O)OC23CCCCC3)cs1 (stereo not drawn),95,14,110,100,104,116,107,2
CC(=O)N[C@@H](Cc1c[nH]c2ccccc12)C(=O)OCc1cc(C(F)(F)F)cc(C(F)(F)F)c1,160*,34,101,113,166,93,79,0
CCc1ccc(NC(=O)C(=O)NCCN2CCN(S(C)(=O)=O)CC2)cc1,104,7,89,96,91,89,94,2
CC1CCCCN1C(=O)COC(=O)c1cccc(NS(=O)(=O)c2ccccc2)c1 (stereo not drawn),102,0,101,106,96,75,102,4
COc1ccccc1/C=C(\NC(=O)c1ccccc1)C(=O)NCc1ccco1,71[may fluoresce red],-3,79[may fluoresce red],92[may fluoresce red],84[may fluoresce red],96,?,0
O=C(NCCCN1CCOCC1)c1ccc(Cl)s1,108,-1,103,102,100,101,103,2
O=C(C[n+]1ccccc1)N/N=C/c1ccccc1F,106,18,98,97,101,93,92,1
Cc1cccc(NC(=O)Nc2cccc(C#N)c2)n1,108,3,89,97,111,84,94,1
O=C(NC1CCCCC1)C(c1ccc2ncccc2c1)N(Cc1ccc(F)cc1)C(=O)c1cccs1 (stereo not drawn),86,8,92,94,95,101,93,3
C=CCn1cc(-c2cccc(C(F)(F)F)c2)cc(C#N)c1=O,99,2,104,105,100,94,96,2
Cc1ccc(C(=O)NCCNC(=O)c2ccccc2)cc1,93,20,94,98,99,101,96,2
O=c1[nH]c(C2CCN(S(=O)(=O)c3ccccc3F)CC2)nc2c1nnn2Cc1ccc(F)cc1,98,3,98,105,103,100,106,1
CC(=O)c1ccc(OCC(=O)NCc2ccc(F)cc2)cc1,103,-8,102,99,115,98,96,3
COc1ccc(C(=O)Nc2ccccc2C(=O)NC(Cc2ccc(O)cc2)C(=O)NNC(=O)c2ccccc2)cc1 (stereo not drawn),96,2,111,103,105,85,103,2
CCOc1ccc(N(CC(=O)Nc2ccc(OC)cc2OC)S(=O)(=O)c2c(C)[nH]c(=O)[nH]c2=O)cc1,98,-8,100,98,104,120,101,0
Nc1ccc(Br)cc1C(NCC(=O)O)c1ccccc1 (stereo not drawn),103,-4,92,100,104,104,102,2
Cn1c(=O)c2c(nc(Oc3ccc4c(c3)OCO4)n2Cc2ccc(F)cc2)n(C)c1=O,100,-7,93,96,102,107,99,0
CSc1ccc(CN2CCC(n3nccc3NC(=O)C3CCOC3)CC2)cc1 (stereo not drawn),96,-19,109,105,104,96,106,2
COCCn1c(N)c(N(Cc2ccccc2)C(=O)CSCC(=O)Nc2ccc(C)cc2)c(=O)[nH]c1=O,107,-2,105,112,112,100,101,3
CCN(CC)c1ccc(NC(=O)c2ccc3c(c2)c(C)c(C)n3C)cc1,94,-52,100,95,103,101,101,0
COc1cccc(CNC(=O)c2ccc(CS(=O)(=O)Cc3ccc(C)cc3)o2)c1,104,1,101,109,103,87,98,1
O=C(CCCn1c(SCc2cccc(F)c2)nc2ccccc2c1=O)NCC1CCCO1 (stereo not drawn),95,1,101,98,95,115,100,1
Cc1cc(C)c(C)c(OCCN2CCOCC2)c1,99,-15,106,103,101,104,98,0
CC(C)CCNC(=O)C1CCC(=O)N1CCc1ccccc1 (stereo not drawn),96,-6,107,103,106,88,102,2
O=C(CCN1C(=O)C2C3C=CC(C3)C2C1=O)NC1CCCCC1 (stereo not drawn),94,-5,105,108,94,96,99,2
O=C(c1ccc(CS(=O)(=O)c2ccccc2)o1)N1CCN(c2ccccc2)CC1,106,19,96,97,97,85,97,14
O=C(c1ccccc1[N+](=O)[O-])N1CCN(Cc2ccc3c(c2)OCO3)CC1,94,9,104,103,106,140,108,0
O=C(Cc1csc(NC(=O)c2ccccc2)n1)NO,102,4,91,99,102,110,92,0
COc1ccc(NC(=O)c2cccnc2SC)cc1OC,104,8,97,104,98,101,96,0
CC1CCN(C(=O)CCNS(=O)(=O)c2ccc(Br)cc2)CC1,93,-24,99,100,102,99,95,0
CCC(=O)Nc1ccccc1C(=O)OCC(=O)c1ccc2ccccc2c1,109,3,98,98,102,104,104,2
CCOC(=O)c1c(C)nc(C)c(C(=O)OCC)c1-c1ccco1,113,-4,98,107,107,100,101,3
O=C(N/N=C(\c1ccccc1)c1ccccn1)c1ccccc1Cl,82,-14,82,85,84,99,99,2
CCOc1ccc(OCCn2c(SCC(=O)O)nc3ccccc32)cc1,107,7,96,101,105,97,99,2
COc1ccc(Cl)cc1C(=O)Nc1cccnc1,99,9,101,96,109,112,105,13
CC(C)CN(CC(C)C)c1nnc(NC(=O)Cn2c(=O)oc3ccccc32)s1,96,-5,99,99,95,94,103,2
NC(=O)[C@@H]1CC2(CC(c3cccc(NC(=O)[C@H]4CCC(=O)N4)c3)=NO2)CN1C(=O)COc1ccc(Cl)cc1 (stereo partly drawn),98,48,100,106,104,99,101,1
Cn1c(=O)c2nc3ccccc3nc2n(C)c1=O,101,32,96,93,92,105,95,1
CN(C)CCNc1nc2sc3c(c2c(=O)n1CCc1ccccc1)CCCCC3,114,3,92,112,98,86,103,0
CCOC(=O)C1CCCN(C(=O)CN2C(=O)c3ccccc3S2(=O)=O)C1 (stereo not drawn),102,-5,109,103,107,93,101,1
CC(=O)N1N=C(c2cccs2)CC1c1ccc(Br)cc1 (stereo not drawn),93,9,97,91,102,77,103,1
CCC(CO)Oc1cc(NC(=O)c2cccc3ccccc23)c2ncn(C(C)C)c2c1 (stereo not drawn),94,4,82,89,92,102,91,4
CC(C)c1ccc(/C=N/n2nnnc2Nc2ccccc2)cc1,105,-4,104,104,106,96,96,2
COc1ccc(Oc2nc(SC)nc3ccsc23)cc1,104,4,102,94,101,93,96,0
CCCOc1ccc(C2C(C(=O)OC)=C(C)N=C3SCCC(=O)N32)cc1OCC (stereo not drawn),103,0,96,94,115,109,98,2
O=C(CSc1nnc2c(Cl)cc(Cl)cn12)N1CCN(c2ccc(F)cc2)CC1,106,6,113,106,118,110,107,1
CC(C)(Cc1ccccc1)/[N+]([O-])=C\c1ccc(C(F)(F)F)cc1,108,-6,103,90,86,96,102,0
CN(NC(=O)COc1ccccc1)C1=NS(=O)(=O)c2ccccc21,111,20,87,99,93,99,99,0
Cc1ccc(-c2cc(-c3ccccc3)nc(N)c2C#N)o1,104,7,95,90,108,98,103,1

(list continues)
compound,LAP4-GFP MLPCN,VLA-4 inh,CIT2-GFP yeast,AGP1 TOR yeast,MEP2 TOR yeast,Yeast superoxide,RPL19A-GFP yeast,GRK2 aptamer HTS
O=C(NCC1CCCCC1)c1ccc(F)c(S(=O)(=O)N2CCOCC2)c1,106,-8,99,106,100,86,94,2
Cc1[nH]c2ccccc2c1CCN(Cc1cccnc1)C(=S)Nc1cccc(F)c1,111,3,97,108,96,97,96,0
COC(=O)CN1C(c2ccc(OC)cc2)=Nc2ccc(Cl)cc2C1c1ccccc1 (stereo not drawn),93,18,96,93,96,97,99,0
CON/C=C(\C=Nc1ccc(Cl)cc1)c1ncc(C(F)(F)F)cc1Cl,109,-11,107,108,106,108,103,0
Cc1ccc(C(=O)Nc2cccc(Oc3ccccc3)c2)o1,106,22,87,96,101,89,92,0
O=C(N/N=C\c1c(F)c(F)c(F)c(F)c1F)c1ccc(-c2ccccc2)cc1,97,-11,102,96,79,108,92,0
COc1nc(N/N=C/c2ccc(-c3ccccc3[N+](=O)[O-])o2)nc(N2CCOCC2)n1,99,-13,103,97,91,96,104,2
CC1CCN(C(=O)c2[nH]cnc2C(=O)N[C@@H](CCCCNC(=O)OC(C)(C)C)C(=O)OC(C)(C)C)CC1,102,10,84,84,89,103,106,6
O=C(CCCCl)OCc1cn(-c2ccc(Cl)cc2)nn1,104,10,105,101,94,99,96,0
COc1ccc(CN(Cc2cccnc2)C(=S)NCCc2ccccc2)cc1OC,87,3,99,101,97,79,99,1
CCc1ccc(/C=C\C(=O)N2CCCC2)cc1,97,-10,86,89,96,82,97,1
CC(=O)Nc1ccc(SC[C@H](CC(C)C)N2CCN(CC(C)C)CCC2=O)cc1,129,8,74,82,93,101,99,2
Cc1ccc(NC(=O)C/C(N)=N/OC(=O)Nc2cccc(C)c2)cc1,100,-23,106,99,110,87,99,0
COC(=O)c1ccccc1S(=O)(=O)Nc1ccc(OC)nc1,103,6,88,100,108,104,96,1
COc1cccc(C(=O)NC(Cc2ccccc2)c2ccc3c(c2)OCCCO3)c1 (stereo not drawn),98,3,94,100,96,90,96,2
O=C(Nc1ccccc1)Nc1cc([N+](=O)[O-])ccc1F,94,10,93,99,90,114,104,0
